M17LAP inhibition: P. falciparum M17LAP inhibitors, primary screen, biochemical, fluorogenic H-Leu-NHMec substrate, 1536-well (AID 1619) | one-dose inhibition, % at 30 µM; IC50 in µM for titrated hits | recombinant M17LAP, H-Leu-NHMec fluorogenic kinetic assay; higher % means a stronger effect | hit rate 0.38% among 220,000;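 active means compound inhibiting the enzyme by more than half at any dose during confirmatory dose-response retesting; inconclusive means strong single-dose inhibitors picked by rank but not retested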;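 further: plate controls were full reaction with DMSO carrier for no effect and no enzyme background for full effect; strong numbers were not always called active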
Dynein transport: dynein cargo transport inhibition | 3617.4 mouse cells, GR-EGFP nuclear translocation imaging; test concentration mostly 20 µM; stimulated with dexamethasone, 1 µM; stronger effect = lower value | z-score, hits read low | hit rate 0.47% among 220,000 | AID 1381;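 active means plate z-score of nuclear minus cytoplasmic receptor signal below a set negative limit, without overly bright fluorescence or cell loss, cut at about -3.5 in these data, passing the limit was not always enough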;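 further: z-score of nuclear minus cytoplasmic ring GR-EGFP intensity difference per well; some compounds called inactive have numbers as strong as hits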
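Schedule: 48 h induction, then 1 h compound, then 30 min agonist, 37 °C. Buffer or medium: tetracycline-free induction medium containing charcoal-stripped FBS. Reagent: 1.0 µM final dexamethasone stimulus. Evaluation: nuclear versus cytoplasmic GR-EGFP signal, averaged per well. Signal: high-content fluorescence imaging after fixation.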
XIAP displacement: small molecules displacing peptide from XIAP – biochemical, IAP family, fluorescence polarization (AID 1018); XIAP BIR domain, fluorescence polarization peptide displacement; higher % means a stronger effect; one-dose displacement, % at 20 µM; IC50 in µM for titrated hits; hit rate 0.007% among 200,000; in the data active means displacement above about 50%; further: a part of the inactive calls stands beside numbers as strong as those of hits
P. falciparum M1AAP: P. falciparum M1AAP inhibitors, biochemical, fluorogenic H-Leu-NHMec substrate, 1536-well (AID 1445); recombinant M1AAP, H-Leu-NHMec fluorogenic kinetic assay; higher % means a stronger effect; one-dose inhibition, % at 30 µM; IC50 in µM for titrated hits; hit rate 0.42% among 220,000;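 active means primary inhibition above the hit cutoff, then over 50% inhibition at one or more dose response concentrations, cut at about 23% in these data, passing the limit was not always enough; inconclusive means conflicting primary data, or primary hits not chosen for dose response; inactive means low primary inhibition, or under 50% at every dose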;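 further: plate controls were DMSO full reaction for no effect and no enzyme background for full effect; strong numbers were not always called active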
SIAH1 antagonists: blockers of Siah-1 interaction with plectin peptide – biochemical, fluorescence polarization, rhodamine-plectin, uHTS, primary screen (AID 1817). Siah-1 / rhodamine-plectin peptide fluorescence polarization; higher % means a stronger effect. one-dose displacement, % at 20 µM; IC50 in µM for titrated hits. hit rate 0.02% among 290,000;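 active means displacement of at least 50% at 20 µM, with a fluorescence ratio check between 0.3 and a set limit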;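 further: plate controls were Siah plus tracer with DMSO for no effect and tracer alone without Siah for full effect; strong numbers were not always called active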
human PMI inhibition: inhibitors of human PMI, primary screen, biochemical, fluorescence intensity, coupled assay (AID 1209) | inhibition, % at 20 µM; hits with a dose series show IC50 in µM | hit rate 0.42% among 190,000 | purified PMI enzyme, coupled fluorescence intensity; higher % means a stronger effect;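 further: plate controls were DMSO vehicle for no effect and wells lacking substrate for full effect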
LYP inhibition: inhibitors of LYP phosphatase, biochemical, fluorescence intensity, uHTS (AID 1779) | one-dose inhibition, % at 11.5 µM; IC50 in µM for titrated hits | hit rate 0.054% among 290,000 | recombinant LYP phosphatase, fluorescence intensity; higher % means a stronger effect;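 further: plate controls were vehicle with enzyme for no effect and no enzyme for full effect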
AID2073: disruptors of CaV2.2 binding to Mint1 – biochemical, HTRF (AID 2073); HTRF protein-protein interaction, Mint1-CaV2.2; higher % means a stronger effect; hit rate 0.19% among 290,000; one-dose inhibition, % at 20 µM; IC50 in µM for titrated hits; in the data active means inhibition mostly above about 51%, no sharp cut-off; inconclusive means no clear call, values can overlap the other calls; inactive means mostly below about 53%; further: some results filed as inactive read as strong as hits
PMI inhibition: MPI inhibition at elevated mannose 6-phosphate – biochemical, fluorescence intensity, high mannose 6-phosphate, primary screen (AID 1220); recombinant PMI enzyme, coupled fluorescence intensity; higher % means a stronger effect; inhibition, % at 20 µM, or IC50 in µM where a hit was titrated; hit rate 0.66% among 190,000
Dynein transport cytoplasmic EGFP: also measured in Dynein transport; calls as there; z-score; measured here: cytoplasmic GR-EGFP intensity; stronger effect = higher value
Dynein transport nuclear GR-EGFP: further read-out of Dynein transport, marked with its call; z-score; measured here: nuclear GR-EGFP intensity;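 lower value marks the stronger effect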
Dynein transport cell count: recorded beside Dynein transport, whose call it bears; z-score; measured here: cell count per field
An asterisk follows results filed as active; ? = inconclusive; · = not tested or not shown. Unless noted, no stated cut-off is given here; in the data, active means inhibition above about 50%; inactive means the rest.

Preview, 4 compounds:
SMILES	M17LAP inhibition	Dynein transport	Dynein transport cytoplasmic EGFP	Dynein transport nuclear GR-EGFP	Dynein transport cell count	XIAP displacement	P. falciparum M1AAP	SIAH1 antagonists	human PMI inhibition	LYP inhibition	AID2073	PMI inhibition
CCN(/N=C/c1ccccc1)c1cc(=O)n(C)c(=O)[nH]1	30%	0.041	-0.27	0.013	0.61	-5.4%	5%	0%	7%	1%	5%	2%
Cc1ccc(S(=O)(=O)N2CCN(C(=O)c3cc(=O)c4ccccc4o3)CC2)cc1	-1%	0.098	0.15	0.7	-0.95	-4.0%	2%	-3%	2%	-7%	-8%	8%
O=C(Oc1ccc(N(C(=O)c2ccncc2)S(=O)(=O)c2ccc(F)cc2)cc1)c1ccncc1	6%	-0.87	-0.0038	-0.3	0.98	-8.2%	4%	24%	-8%	-6%	3%	2%
COC(=O)c1ccc(CSC(=N)N)o1	18%	-0.94	-0.34	-0.34	0.68	-4.6%	-3%	0%	12%	-13%	3%	10%

The whole of this part (from the top)
SMILES	M17LAP inhibition	Dynein transport	Dynein transport cytoplasmic EGFP	Dynein transport nuclear GR-EGFP	Dynein transport cell count	XIAP displacement	P. falciparum M1AAP	SIAH1 antagonists	human PMI inhibition	LYP inhibition	AID2073	PMI inhibition
CCN(/N=C/c1ccccc1)c1cc(=O)n(C)c(=O)[nH]1	30%	0.041	-0.27	0.013	0.61	-5.4%	5%	0%	7%	1%	5%	2%
Cc1ccc(S(=O)(=O)N2CCN(C(=O)c3cc(=O)c4ccccc4o3)CC2)cc1	-1%	0.098	0.15	0.7	-0.95	-4.0%	2%	-3%	2%	-7%	-8%	8%
O=C(Oc1ccc(N(C(=O)c2ccncc2)S(=O)(=O)c2ccc(F)cc2)cc1)c1ccncc1	6%	-0.87	-0.0038	-0.3	0.98	-8.2%	4%	24%	-8%	-6%	3%	2%
COC(=O)c1ccc(CSC(=N)N)o1	18%	-0.94	-0.34	-0.34	0.68	-4.6%	-3%	0%	12%	-13%	3%	10%
O=C(CCSc1nc(-c2ccco2)cc(C(F)(F)F)n1)NCCc1ccccc1	-3%	0.3	-0.22	0.32	1.5	-9.3%	-1%	1%	11%	10%	2%	4%
O=C(COc1ccccc1Cl)N1CCN(c2ccc([N+](=O)[O-])c(N3CCCCC3)c2)CC1	9%	0.46	-0.2	-0.17	-0.086	-3.1%	5%	1%	20%	6%	-5%	19%
O=C(CSc1nnc2c(n1)[nH]c1ccccc12)NCc1ccco1	-4%	-0.31	-0.28	-0.13	0.15	-2.4%	5%	8%	-32%	7%	-32%	-33%
CCCn1cnc2c(sc3nc4c(cc32)CSC(C)(C)C4)c1=O	10%	0.89	-0.44	0.23	0.22	0.1%	7%	-1%	14%	3%	9%	13%
CCc1ccccc1NC(=O)CSc1nnc([C@H](CCSC)NC(=O)OC(C)(C)C)o1	-5%	0.039	-0.25	0.14	0.33	-4.6%	0%	0%	19%	0%	-7%	15%
Cc1cc(NC(=O)COC(=O)c2ccccc2[N+](=O)[O-])no1	-3%	0.8	-0.34	0.62	0.25	-0.5%	0%	12%	-5%	-2%	-1%	-3%
Cc1[nH]c(=O)[nH]c(=O)c1/C=N/NC(=O)[C@@H](N)CC(C)C	·	-0.26	-0.23	0.41	-0.49	·	·	-4%	·	-7%	6%	·
CCOc1ccc(OCC)c(NC(=O)C2CCN(S(=O)(=O)c3c(C)[nH]c(=O)[nH]c3=O)CC2)c1	-10%	-0.2	-0.17	-0.084	-0.15	-4.4%	0%	3%	1%	-2%	17%	3%
O=C(Nc1cccc2ccccc12)c1ccc(Br)o1	12%	-0.61	-0.27	-0.081	0.4	-3.9%	?	-5%	-2%	-8%	-6%	-12%
CC(=O)N1CCc2cc(S(=O)(=O)NC(C(=O)Nc3nc(C)cs3)C(C)C)ccc21 (stereo unspecified)	-8%	-0.62	-0.26	-0.083	1.2	1.4%	-2%	2%	6%	-4%	-2%	1%
COc1ccc(CNC(=O)CN(C(=O)c2ccc(CN3CCOCC3)o2)C2CCCC2)cc1	12%	-0.00075	-0.26	0.66	-0.59	-6.9%	0%	0%	-17%	-4%	-1%	-7%
CC1=C(C(=O)OCC2CCCO2)C(c2coc3ccc(C)cc3c2=O)C2=C(CCCC2=O)N1 (stereo unspecified)	35%	0.67	-0.069	0.57	-2	-5.0%	6%	2%	-21%	-5%	3%	-11%
O=C(c1ccco1)N1CCN(C(=O)C2CC2)CC1	-5%	-0.8	-0.23	-0.54	-0.36	-6.7%	-6%	-5%	0%	-7%	5%	5%
COCc1[nH]nc2c1C(c1ccc(OC)c(OC)c1)C(C#N)=C(N)O2 (stereo unspecified)	11%	-0.25	-0.2	-0.29	0.49	2.8%	16%	-6%	2%	-7%	2%	-1%
Cn1c(=O)c2c(nc(OCc3ccccc3)n2C)n(C)c1=O	6%	-1	-0.19	-0.49	0.36	2.3%	2%	2%	-3%	-6%	-3%	-3%
CCOc1ccc(CCNC(=O)C2CCCN(C(=O)N(C)C)C2)cc1OCC (stereo unspecified)	-3%	3.1	0.24	3.2	-2.9	-4.0%	2%	0%	8%	-6%	2%	11%
O=C(CN1C(=O)CSc2ccccc21)Nc1ccccc1C(=O)N1CCOCC1	8%	0.25	-0.2	0.31	0.22	-5.8%	0%	-1%	2%	0%	-4%	8%
COCCN(C(=O)CNC(=O)c1ccco1)C(C(=O)NC1CCCC1)c1cccs1 (stereo unspecified)	11%	-0.17	-0.18	-0.15	1.6	-9.1%	0%	6%	4%	-5%	17%	8%
CCOC(=O)N1CCN(c2c(-c3ccc(C)cc3)c(=O)c2=O)CC1	15%	-0.15	-0.2	0.16	0.44	-2.6%	11%	7%	-9%	-1%	9%	-12%
O=C(/C=C\c1ccc2c(c1)OCO2)Nc1nnc(SCC(=O)OCc2ccccc2)s1	-11%	0.46	-0.15	1	-1.6	-5.0%	5%	0%	-5%	-6%	11%	1%
O=C(NCc1ccccc1)[C@@H]1C[C@H]1[C@@H](NP(=O)(c1ccccc1)c1ccccc1)c1ccccc1	7%	-0.3	-0.28	0.22	0.76	-3.1%	-5%	-6%	1%	-7%	-8%	-1%
CC(=O)Oc1ccc(OC(C)=O)c(SCCCCCCl)c1	3%	-4.6*	1*	-2.3*	0.46*	-4.7%	2%	-1%	-12%	-9%	-11%	-3%
CC(C)(C)C(=O)Nc1nnc(SCC(=O)NCc2cccs2)s1	9%	0.68	-0.22	-0.62	0.089	-1.1%	7%	-3%	4%	0%	-6%	3%
CCOc1cc(NC(=S)NCCCN2CCOCC2)c(OCC)cc1NC(=O)C1CC1	10%	-0.58	-0.24	-0.31	0.57	2.2%	13%	8%	8%	0%	-16%	22%
O=C(NC(=S)Nc1ccccc1)c1cc([N+](=O)[O-])ccc1N1CCOCC1	3%	-0.54	-0.28	-0.13	0.56	-6.9%	6%	6%	15%	1%	-2%	7%
CCOc1ccc(NC(=S)N(CCc2c(C)[nH]c3ccccc23)Cc2ccco2)cc1	-6%	-1.1	-0.22	0.33	0.28	-4.8%	1%	-1%	0%	0%	9%	8%

Record cards (already shown). Order of screens: M17LAP inhibition	Dynein transport	Dynein transport cytoplasmic EGFP	Dynein transport nuclear GR-EGFP	Dynein transport cell count	XIAP displacement	P. falciparum M1AAP	SIAH1 antagonists	human PMI inhibition	LYP inhibition	AID2073	PMI inhibition
Results for `CCOC(=O)N1CCN(c2c(-c3ccc(C)cc3)c(=O)c2=O)CC1` : 15%	-0.15	-0.2	0.16	0.44	-2.6%	11%	7%	-9%	-1%	9%	-12%
Results for `COCCN(C(=O)CNC(=O)c1ccco1)C(C(=O)NC1CCCC1)c1cccs1` (stereo unspecified) : 11%	-0.17	-0.18	-0.15	1.6	-9.1%	0%	6%	4%	-5%	17%	8%
Results for `CCOc1cc(NC(=S)NCCCN2CCOCC2)c(OCC)cc1NC(=O)C1CC1` : 10%	-0.58	-0.24	-0.31	0.57	2.2%	13%	8%	8%	0%	-16%	22%
Results for `CCc1ccccc1NC(=O)CSc1nnc([C@H](CCSC)NC(=O)OC(C)(C)C)o1` : -5%	0.039	-0.25	0.14	0.33	-4.6%	0%	0%	19%	0%	-7%	15%

More compounds follow:
SMILES	M17LAP inhibition	Dynein transport	Dynein transport cytoplasmic EGFP	Dynein transport nuclear GR-EGFP	Dynein transport cell count	XIAP displacement	P. falciparum M1AAP	SIAH1 antagonists	human PMI inhibition	LYP inhibition	AID2073	PMI inhibition
CCOc1ccc(C(C)NC(=O)c2cccnc2OCC)cc1OCC (stereo unspecified)	0%	-0.37	-0.18	-0.31	-0.25	-1.3%	-5%	5%	-5%	-9%	2%	-5%
Cc1ccc2nc(NC(=O)C3CCN(S(=O)(=O)c4cnc[nH]4)CC3)sc2c1	-4%	-0.56	-0.24	0.56	0.3	-3.1%	6%	13%	-7%	-3%	-7%	5%
CCOc1ccc(NC(=O)CCNS(=O)(=O)c2ccc3c(c2)c(=O)n(C)c(=O)n3C)cc1	2%	-0.35	-0.19	-0.19	0.085	-5.5%	-4%	3%	7%	-6%	-12%	6%
CC(=O)c1ccc(N2CCN(CC(O)COCc3ccco3)CC2)cc1 (stereo unspecified)	9%	0.11	-0.21	0.0089	0.24	0.6%	10%	-1%	7%	-2%	7%	3%
Cn1c(=O)c2c(ncn2CCN(CCO)Cc2ccccc2)n(C)c1=O	-2%	0.23	-0.16	0.28	-0.82	-3.4%	1%	0%	-9%	-6%	-2%	-1%
CCCCN1C2=C(C(=O)CC(C)(C)C2)C(c2ccccc2)C2=C1c1ccccc1C2=O (stereo unspecified)	2%	-0.62	-0.15	-0.49	1.5	-6.2%	2%	3%	18%	4%	1%	8%

Source: PubChem BioAssay (several laboratories)
